SW480 rerep – A quantitative high throughput screen for small molecules that induce DNA re-replication in SW480 colon adenocarcinoma cells. SW480 DNA re-replication, Hoechst DNA content imaging, 48 h. Potency, µM (doses to about 46.1 µM), for inactives: top-dose re-replication activation, hits mostly activators. 1.8% of 340,000 active. AID 624297, 2012; further: potency means the concentration at half of the fitted maximal effect; % of control where 0% means no effect; nearly all actives have a fitted effect of over 55% in size
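Image-based DNA-content assay: after two days of treatment, nuclei were labelled with the DNA dye Hoechst and imaged, and hits were compounds raising the count of nuclei showing high fluorescence intensity.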
KB-3-1 tox – qHTS assay for MDR1-selective chemotherapeutics: Primary screen using the parental adenocarcinoma cell KB-3-1. KB-3-1 viability, CellTiter-Glo ATP luminescence, 72 h. Potency, µM (doses to about 46.1 µM), for inactives: at the top dose activity change, negative = cytotoxic, actives largely listed as cytotoxic. 1.4% of 400,000 active. AID 1347075, 2019; further: potency means the concentration at half of the fitted maximal effect; on the % scale 0 is the no-effect control and ±100 the full control effect; nearly all actives have a fitted effect of over 60% in size
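Cytotoxicity in the drug-sensitive parental line KB-3-1 was scored as loss of CellTiter-Glo luminescence following 72 h incubation with compound. Values come from curve fitting of normalized concentration-response data.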
HT1080NT lethal – qHTS for induction of synthetic lethality in tumor cells producing 2HG: qHTS for the HT-1080-NT fibrosarcoma cell line; HT-1080-NT fibrosarcoma viability, CellTiter-Glo ATP luminescence, 48 h; Potency, µM (series often up to 46.1 µM), inactives show at the highest dose activity, negative = less viability, hits mostly cytotoxic; 1.6% of 360,000 active; AID 686970, 2013;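 further: NT is the 2HG producing partner of a matched IDH1 knockdown line; potency means the concentration at half of the fitted maximal effect; 0% = DMSO-treated cells and -100% = media-only wells without cells; nearly all actives have a fitted effect of over 55% in size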
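Luminescent CellTiter-Glo readout after 48 hours of compound exposure at 37 degrees C defined viability of HT-1080-NT cells. Activity was normalized to DMSO wells and cell-free media wells; concentration-response curves were fitted and assigned curve classes.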
KB-V1 cytotox – qHTS assay for MDR1-selective chemotherapeutics: Primary screen using the drug-selected MDR subline cells KB-V1. Potency, µM (titrated, usually from 46.1 µM), for the others: at the highest dose activity change, negative = cytotoxicity, hits mostly cytotoxic. 3.4% of 400,000 active. KB-V1 MDR cells viability, CellTiter-Glo, 72 h; further: potency means the concentration at half of the fitted maximal effect; on the % scale 0 is the no-effect control and ±100 the full control effect; nearly all actives have a fitted effect of over 60% in size
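In this primary screen, KB-V1 cells overexpressing P-gp are incubated with library compounds (lowest to highest concentration) for 72 h at 37 degrees C before a luminescent ATP viability read.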
GLP1R ag – qHTS of GLP-1 Receptor Agonists; AID 624172, 2012; Potency, µM (titrated, usually from 45.6 µM), for inactives: at the highest dose activation, usual class: activators; 0.007% of 380,000 active; Glucagon-like peptide 1 receptor (Homo sapiens), P43220; HEK293 GLP-1R CRE-luciferase, luminescence, 4-6 h; cells express a hypersensitive GLP-1R form; further: potency means the concentration at half of the fitted maximal effect; % of control where 0% means no effect
Target sequence (P43220 whole entry, looked up): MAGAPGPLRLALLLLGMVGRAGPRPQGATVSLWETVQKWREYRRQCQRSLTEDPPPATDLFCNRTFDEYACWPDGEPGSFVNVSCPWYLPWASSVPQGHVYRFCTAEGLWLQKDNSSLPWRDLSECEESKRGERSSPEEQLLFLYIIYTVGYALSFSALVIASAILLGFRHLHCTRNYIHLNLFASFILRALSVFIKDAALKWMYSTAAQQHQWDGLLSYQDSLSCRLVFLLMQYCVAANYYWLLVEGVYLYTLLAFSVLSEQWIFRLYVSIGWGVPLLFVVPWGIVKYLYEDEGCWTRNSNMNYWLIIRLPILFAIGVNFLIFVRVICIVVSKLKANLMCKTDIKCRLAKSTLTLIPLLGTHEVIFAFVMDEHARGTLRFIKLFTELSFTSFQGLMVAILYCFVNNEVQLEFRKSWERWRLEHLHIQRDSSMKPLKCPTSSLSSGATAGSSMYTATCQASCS
HT1080 IDH1KD tx – qHTS for induction of synthetic lethality in tumor cells producing 2HG: qHTS for the HT-1080-IDH1KD cell line; HT-1080 IDH1 knockdown viability, ATP luminescence, 48 h; Potency, µM (top dose mostly 46.1 µM), inactives show top-dose activity, negative = toxicity, usual class: cytotoxic; 2% of 360,000 active; AID 686971, 2013;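 further: potency means the concentration at half of the fitted maximal effect; 0% = DMSO wells and -100% = cell-free medium wells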
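After a 2 h attachment period, IDH1KD HT-1080 cells took pin-transferred compound for 48 h at 37 °C; ATP-based luminescence after 10 min room-temperature reagent incubation reported viability.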
IL-1B inflam inh – qHTS for Inhibitors of Inflammasome Signaling: IL-1-beta AlphaLISA Primary Screen; THP-1 LPS/ATP IL-1B secretion, AlphaLISA, 16 h; active compounds read low; activity change, % at 57.5 µM; 4.7% of 360,000 active; in the data active means activity change below about -50%; inconclusive means mostly about -30% to -49%; further: on the % scale 0 is the no-effect control and ±100 the full control effect
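THP-1 cells pretreated 1 hr with compounds (up to 57.5 uM final), then stimulated with LPS (250 ng/mL final) plus ATP (1.25 mM final); secreted IL-1B measured by AlphaLISA after 16 hr, decreased signal indicating inhibition.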
DRD3 antagonist – qHTS of D3 Dopamine Receptor Antagonist: qHTS; max response, negative = inhibition, %; D3R cells, DiscoveRx beta-arrestin luminescence, antagonist mode; active compounds read low; 2.5% of 360,000 active; D(3) dopamine receptor (Homo sapiens), P35462; in the data active means max response below about -50%; inconclusive means no clear call, values can overlap the other calls; further: on the % scale 0 is the no-effect control and ±100 the full control effect; mostly tested at two doses, the higher about 12 µM
Target sequence (P35462 whole entry, looked up): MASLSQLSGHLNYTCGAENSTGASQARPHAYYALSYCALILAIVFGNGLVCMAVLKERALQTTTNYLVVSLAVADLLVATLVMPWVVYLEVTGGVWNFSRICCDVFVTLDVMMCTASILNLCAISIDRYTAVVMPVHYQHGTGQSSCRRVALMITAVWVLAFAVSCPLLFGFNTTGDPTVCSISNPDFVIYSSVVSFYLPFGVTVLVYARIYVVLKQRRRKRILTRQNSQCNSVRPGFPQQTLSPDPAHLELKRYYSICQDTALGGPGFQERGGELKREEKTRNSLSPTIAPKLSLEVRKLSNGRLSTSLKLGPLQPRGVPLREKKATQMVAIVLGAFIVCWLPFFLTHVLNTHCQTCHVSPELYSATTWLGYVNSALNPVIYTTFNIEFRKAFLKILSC
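Cells expressing the human receptor were seeded at 1500 cells/well, incubated overnight at 37 degrees C in 5% CO2, then exposed to library compounds with dopamine controls for 90 minutes at 37 degrees C before luminescent detection.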
D3 ag – qHTS of D3 Dopamine Receptor Agonist: qHTS. AID 652048, 2013. D3R DiscoveRx beta-arrestin cells, luminescence, 90 min. 0.58% of 410,000 active. D(3) dopamine receptor (Homo sapiens), P35462. max activation, %; in the data active means max activation above about 30%; further: 0% is about no effect; mostly tested at two doses, the higher about 12 µM
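Agonist mode: compounds and dopamine controls were applied to plated cells for 90 min at 37 degrees C after an overnight attachment at 1500 cells/well. Luminescent read-out followed 30 - 60 minutes at room temperature with DiscoveRx detection reagent.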
An asterisk follows results filed as active; u = inconclusive; x = no result given; [ ] = dose if it differs, or a comment. Unless noted, the call rests on the fitted dose curve; in most records, active means well fitted curve in the direction sought with a large enough effect; inconclusive means small, poorly fitted or top-dose-only effect, or another doubt; inactive means no such curve, though single readings can be large; an effect the other way counts as inactive or inconclusive.

No.	mol	SW480 rerep	KB-3-1 tox	HT1080NT lethal	KB-V1 cytotox	GLP1R ag	HT1080 IDH1KD tx	IL-1B inflam inh	DRD3 antagonist	D3 ag
1	CCCCCCCCNCCS(=O)(=O)NCCCCCCCC	-23%	3%	1%	u	2%	5%	0	-7	-2
2	COc1ccc(C2(C)NC(=O)N(CC(=O)c3cc(C)n(C4CC4)c3C)C2=O)cc1 (centres undefined)	-5%	-14%	-4%	5%	9%	0%	18	-8	-5
3	COc1cc2c(C(=O)N3CCN(C)CC3)c(CSc3ccccc3)n(C)c2cc1Br	9%	8%	u	u	8%	u	-60*	-1	0
4	O=C(CSc1nc(=O)n2ccccc2n1)Nc1cccc2ccccc12	-1%	9%	-10%	0%	4%	0%	16	25	5
5	CC1C(=O)N2CCCc3cc(NC(=O)COc4ccc(Cl)cc4)cc1c32 (centres undefined)	-711%[inhibitor]	-9%	-6%	-11%	9%	-6%	-20	6	-9
6	COC(=O)CCC(C)N1CCC(Oc2ccc(C(=O)N3CCCC3)cc2)CC1 (centres undefined)	u	-25%	18%	-24%	1%	-5%	10	-20	-4
7	CCc1nccn1CCC(=O)NC1CC(C)(C)Cc2c1cnn2-c1cccc(F)c1 (centres undefined)	0%	u	0%	-20%	11%	12%	-5	17	3
8	NS(=O)(=O)c1ccc(CCNC(=O)C2CCC(Cn3c(=S)[nH]c4ccccc4c3=O)CC2)cc1 (centres undefined)	-3%	27%	0%	14%	20%	5%	-2	-6	-6
9	COc1cc(C(=O)/C=C/c2cccnc2)ccc1O	16µM*	u	u	u	-2%	u	-99*	u	-6
10	O=C(CC1C(=O)NCCN1Cc1ccoc1)NCc1cccc(OC(F)(F)F)c1 (centres undefined)	-1%	28%	-3%	57%	-2%	3%	-4	3	0
11	Cc1ccc(NC(=O)CN2C(=O)CC(C)S(=O)(=O)c3ccccc32)cc1 (centres undefined)	-24%	2%	0%	7%	-1%	14%	-8	-15	-4
12	COc1cccc(/C=N/Nc2ccc(S(=O)(=O)O)cc2)c1O	-4%	2%	11%	2%	1%	0%	9	10	7
13	Cc1ccc(NC(=S)NC(C)CCc2ccccc2)cc1C (centres undefined)	18%	0%	-1%	u	-4%	-1%	-23	-13	-9
14	CNc1ccc2ncc(-c3ccc(OC)c(OC)c3)n2n1	x	-9%	18µM*	-19%	-2%	u	-66*	17	1
15	COc1ccc(CNC(=O)COc2ccc(S(=O)(=O)N3CCOCC3)cc2C)cc1	14%	-4%	3%	u	3%	12%	-16	-14	-28
16	Cc1sc2ncn(CC(=O)NCCCOC(C)C)c(=O)c2c1S(=O)(=O)N1CCN(c2ncccn2)CC1	-6%	3%	8%	13%	6%	8%	27	23	11
17	COc1ccc(CNC(=O)c2nnn(Cc3ccc(OC)cc3)c2N)cc1	-1%	0%	-13%	8%	2%	-13%	5	-10	-6
18	CC1(Cc2ccc(Cl)s2)C(=O)Nc2c(Cl)ccc(Cl)c21 (centres undefined)	x	-13%	u	-8%	5%	u	25	u	-17
19	COc1ccc(-n2nc3cc(C)c(NC(=O)c4ccc(C)cc4C)cc3n2)cc1Cl	x	1%	x	u	0%	x	x	x	-14
20	CCOC(=O)c1c(Nc2cccc(C(=O)OC)c2)nnc(-c2ccccc2)c1-c1ccccc1	x	0%	x	13µM*	-6%	x	x	x	28
21	OCCNc1ncnc2c1ncn2[C@H]1CN(Cc2ccc(Cl)cc2)C[C@@H](CO)O1	x	0%	8%	u	1%	11%	5	0	4
22	C=CCNC(=O)C1CC(=O)N(c2ccc(OCc3ccccc3Cl)cc2)C1 (centres undefined)	21%	13%	-1%	-8%	-1%	2%	-20	-23	30
23	O=C(CSc1ncccc1-c1nc2ccccc2[nH]1)N1CCCCC1	-2%	21%	4%	5.2µM*	0%	4%	5	1	0
24	COc1ccc(NC(=O)CCNC(=O)Cn2ccc3ccccc3c2=O)cc1OC	-10%	16%	12%	8%	5%	4%	2	7	12
25	Cc1ccccc1Nc1nnc(SCC(=O)c2c(N)n(C3CC3)c(=O)[nH]c2=O)s1	-1%	10%	-1%	0%	-9%	1%	33	-11	-10
26	CCCCNC(=O)c1[nH]c(C)c(C(C)=O)c1C	-11%	1%	9%	-5%	9%	0%	16	3	3
27	COc1ccccc1OCC(=O)Nc1ccc(O)cc1C(=O)O	-5%	4%	12%	-6%	2%	-4%[9.24 µM]	-3	-9	-4
28	Cc1ccc(Cl)cc1N1CCN(C(=S)NCc2ccco2)CC1	5%	2%	u	u	14%	-28%	-82*	-28	-11
29	Cc1cc(C(=O)NN=C2C3CC4CC(C3)CC2C4)c2ccccc2n1	u	1%	u	22%	17%	u	10	-19	0
30	COc1ccc(S(=O)(=O)N2CCCC2CNC(=O)C(=O)Nc2ccc(F)cc2)cc1 (centres undefined)	-172%[inhibitor]	0%	-2%	-2%	17%	-6%	-17	2	2

Reformatted with values under each structure: entries from further up
Sequence of screens – SW480 rerep	KB-3-1 tox	HT1080NT lethal	KB-V1 cytotox	GLP1R ag	HT1080 IDH1KD tx	IL-1B inflam inh	DRD3 antagonist	D3 ag
19. COc1ccc(-n2nc3cc(C)c(NC(=O)c4ccc(C)cc4C)cc3n2)cc1Cl
 : x	1%	x	u	0%	x	x	x	-14
20. CCOC(=O)c1c(Nc2cccc(C(=O)OC)c2)nnc(-c2ccccc2)c1-c1ccccc1
 : x	0%	x	13µM*	-6%	x	x	x	28
21. OCCNc1ncnc2c1ncn2[C@H]1CN(Cc2ccc(Cl)cc2)C[C@@H](CO)O1
 : x	0%	8%	u	1%	11%	5	0	4

(next part)
No.	mol	SW480 rerep	KB-3-1 tox	HT1080NT lethal	KB-V1 cytotox	GLP1R ag	HT1080 IDH1KD tx	IL-1B inflam inh	DRD3 antagonist	D3 ag
31	COc1ccc(CCC(=O)Nc2cc3c4c(c2)CCC(=O)N4CCC3)cc1	-5%	5%	-11%	u	0%	-11%	11	-7	-14
32	O=C(OCc1cc2ccccc2[nH]c1=O)c1ccccc1	-4%	u	-8%	-7%	6%	0%	6	8	6
33	NC(=O)C1CCN(CC(=O)Nc2ccc3c(c2)OCO3)CC1	x	-11%	2%	23%	-2%	2%	6	-26	-9
34	CCOn1c(=O)c(-c2ccc(Br)cc2)[n+]([O-])c2ccccc21	-15%	-1%	10%	-10%	-2%	19%	0	-8	2
35	COc1cc(C(=O)OCC(=O)N2CCOCC2)c([N+](=O)[O-])cc1OC	-1%	1%	8%	14%	5%	9%	16	17	11
36	Cc1cnc(-c2nnc(N(C)C(=O)C3CCOC3)s2)cn1 (centres undefined)	0%	12%	18%	0%	-3%	14%	3	7	-1
37	COc1ccc(NC(=S)Nc2cccc([N+](=O)[O-])c2)cc1	0%	-2%	0%	-2%	-1%	16%	-27	u	-2
38	Cc1noc(C)c1NC(=O)N(C)C[C@H]1Oc2ccc(NS(=O)(=O)c3ccccc3)cc2C(=O)N([C@H](C)CO)C[C@@H]1C	-20%[9.22 µM]	21%	8%	u	5%	1%	0	31	8
39	COc1cc(/C=C/C(=O)Nc2ccc(S(=O)(=O)Nc3ncccn3)cc2)ccc1OCC#N	-5%	3%	3%	9%	5%	0%	-18	15	7
40	CS(=O)(=O)N(CCc1ccccc1)CC(=O)N1CCN(c2ccccc2)CC1	-5%	-5%	-9%	u	-8%	-1%	-4	5	-5
41	COc1ccc(CC(=O)NC(C)CCc2ccccc2)cc1 (centres undefined)	-2%	-7%	2%	-22%	8%	-2%	-6	1	1
42	O=C(Oc1ccc2c(c1)CCC2)N1CCOCC1	-6%	u	3%	u	1%	-6%	-1	12	1
43	Cn1cc(-c2ccc3c(c2)OCO3)c2ccccc21	x	-6%	6%	-7%	6%	11%	-13	16	1
44	COc1cc(OC)cc(C(=O)N[C@H](C(=O)Nc2ccc(NC(C)=O)cc2)C(C)C)c1	4%	3%	-10%	-1%	22%	-11%	-4	5	-4
45	O=C(COc1cc2oc(=O)c3c(c2cc1Cl)CCC3)NCCN1CCOCC1	-2%	19%	8%	-21%	6%	12%	-14	-1	-1
46	Cc1ccc(NC2=C([N+](=O)[O-])CS(=O)(=O)C2)cc1	2%	-3%	4%	-4%	23%	u	0	-10	6
47	NC(=O)c1c(Nc2nc3c(F)cccc3s2)sc2c1CCCC2	12%	-16%	-23%	8%	12%	-22%	-23	2	3
48	O=C(NOCc1ccccc1)c1cccc([N+](=O)[O-])c1	-38%[inhibitor]	0%	2%	0%	3%	16%	-14	-4	-27
49	Cc1cc(CN2CCC(n3nccc3NC(=O)c3ccccc3Cl)CC2)cc(C)c1O	-4%	7%	3%	-3%	-5%	9%	-5	1	-19
50	CCOc1ccc(S(N)(=O)=O)cc1-c1nc2c(C(C)(C)C)nn(C)c2c(=O)[nH]1	-5%	-4%	1%	7%	22%	-10%	u	-19	3
51	O=C(Cn1cc(C(F)(F)F)ccc1=O)N/N=C/c1ccc(Cl)cc1Cl	x	u	-22%	-21%	-11%	u	0	-5	-5
52	COc1ccc(N2C(=O)CC(NC3CC3)C2=O)cc1 (centres undefined)	3%	11%	6%	9%	-19%	10%	26	18	6
53	COCCCNC(=O)C1C2C=CC3(CN(Cc4ccc(C)cc4)C(=O)C13)O2 (centres undefined)	-6%	-12%	8%	-19%	-3%	2%	-4	-1	6
54	CCN(CC)S(=O)(=O)c1cccc(C(=O)OCC(=O)NC(C)c2ccccc2)c1 (centres undefined)	-27%	0%	13%	-12%	10%	0%	10	-5	0
55	COC(=O)[C@@]12C[C@@H](CC(=O)NCc3cccc(C(F)(F)F)c3)C(=O)N(CCc3ccc(OC)c(OC)c3)C1=CCC(C)(C)C2	x	u	u	16µM*	x	u	u	18	12
